# High-throughput results as filed in PubChem.
# NPYLR7 agonist: mosquito NPYLR7 agonism; HEK293T NPYLR7/Galpha15, GCaMP6s calcium fluorescence; activation, % at 10 µM; actives 0.15% (n = 270,000); AID 1259423; in the data active = activation above about 40%;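 also: 0% = vehicle and 100% = reference agonist at the receptor; some compounds past the cut are filed as inactive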
# mcGAS lum: blocks mouse cGAS activity; AID 1259399; Q8C6L5; inhibition, % at 12.5 µM; recombinant cGAS, Kinase-Glo ATP depletion luminescence; actives 0.15% (n = 160,000);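 also: 0% = negative control wells and 100% = reference inhibitor with no enzyme activity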
# hcGAS lum: human cGAS inhibition; recombinant h-cGAS, ATP depletion, Kinase-Glo luminescence; inhibition, % at 12.5 µM; actives 0.081% (n = 290,000); AID 1259398;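 also: 0% = vehicle reaction and 100% = reaction without DNA for no activity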
# Target sequence (Q8N884 whole entry, looked up): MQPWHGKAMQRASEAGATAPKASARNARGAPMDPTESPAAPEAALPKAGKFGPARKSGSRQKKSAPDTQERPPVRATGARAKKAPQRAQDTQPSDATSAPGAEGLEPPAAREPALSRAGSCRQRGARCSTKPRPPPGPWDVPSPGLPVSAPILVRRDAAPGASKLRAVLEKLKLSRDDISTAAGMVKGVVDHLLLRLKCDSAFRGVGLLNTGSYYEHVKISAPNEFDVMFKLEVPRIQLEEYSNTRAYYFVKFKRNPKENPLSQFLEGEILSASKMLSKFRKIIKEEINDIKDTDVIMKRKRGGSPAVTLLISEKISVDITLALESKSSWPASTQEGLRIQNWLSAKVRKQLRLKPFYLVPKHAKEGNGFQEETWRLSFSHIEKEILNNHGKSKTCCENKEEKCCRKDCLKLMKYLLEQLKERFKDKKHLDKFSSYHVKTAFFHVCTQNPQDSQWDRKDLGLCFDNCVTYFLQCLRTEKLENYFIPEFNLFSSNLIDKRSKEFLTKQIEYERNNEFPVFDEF
# * = called active by the depositor; . = not tested or not shown; & = joins results of further samples. Rule as the data show it, unless noted: active = inhibition above about 40%; inactive = the rest.
SMILES,NPYLR7 agonist,mcGAS lum,hcGAS lum
O=c1[nH]c2ccc(S(=O)(=O)N3CCCC3c3nc4ccccc4s3)cc2[nH]1 (stereo unspecified),4,.,-7
O=C(c1cc(COc2ccc3c(c2)CCCC3)on1)N1CC=C(c2ccccc2)CC1,11,.,0
CCS(=O)(=O)Oc1ccccc1CN(Cc1ccc(F)cc1)C(=O)C(C)C,-4,-3,-2
CN1C(=O)C(=C2C=C(c3ccccc3)OC3=C2CCCC3)C(=O)N(C)C1=O,-9,-5,-5
CCS(=O)(=O)Oc1ccc(Cl)cc1CN(CCN(C)C)C(=O)NC(C)(C)C,-1,2,1
O=C(N1CCc2ccccc2C1c1ccccc1Cl)C12CC3CC(CC(C3)C1)C2 (stereo unspecified),22,-2,-7
O=c1c2nnc3c(-c4ccccc4)cnn3c2ccn1C1CCCCC1,1,.,-3
CC(C)(C)c1ccc(NC(=O)COc2ccc(-n3ccnc3)cc2)cc1,5,.,-4
CCc1cccc(NC(=O)Nc2ccc(N3CCCCC3)c(C(=O)NCCc3ccccc3)c2)c1,-3,-5,-7
Cc1nn(C(=O)c2nn(C)cc2[N+](=O)[O-])c(C)c1Br,14,-5,-3
Cc1ncnc(NCCN2CCCC(CO)C2)c1C (stereo unspecified),.,-4,-2
COc1cccc(C(CN2CCN(C(=O)c3c(-c4c(Cl)cccc4Cl)noc3C)CC2)OCc2cccc(Cl)c2)c1 (stereo unspecified),7,-6,-8
O=C(CN1CN(c2ccccc2)C2(CCN(C(=O)c3cccc4ccccc34)CC2)C1=O)NCC1CCCO1 (stereo unspecified),3,-11,-3
Cc1cccc(N2CCN(C(=O)C3CCC(=O)N(CCc4cccc(F)c4)C3)CC2)n1 (stereo unspecified),14,.,-10
Cc1ccc(Nc2nc(NCCCOC(C)C)nc3c2cnn3-c2ccccc2)cc1C,1,-3,2
Cc1cc(C)c(C(=O)N2CC=C(c3ccccc3)CC2)c(=O)[nH]1,10,-11,-8
C(=N/Nc1nc(N2CCCCC2)nc(N2CCCCC2)n1)/c1ccncc1,3,-6,-7
COC(=O)c1ccc(COC(=O)c2ccc(O)cc2O)cc1,3,-9,-5
CCc1cc(Oc2ccc(Cl)c(C)c2)nc(SCc2cc(F)ccc2F)n1,-9,-3,0
CCCCC(O)CN(CCC)Cc1c(C(C)C)nn(-c2ccc(OC)cc2)c1Oc1ccccc1 (stereo unspecified),-1,0,-1
COC1(C)CC(NC(=O)NCc2cccc(-n3cncn3)c2)C1(C)C (stereo unspecified),12,.,-2
COCCN(CC1CCCN(C2Cc3ccccc3C2)C1)C(=O)CN1CCCCC1 (stereo unspecified),7&-3,.,-11&-4
CC(C)Cn1ccnc(Oc2cccc(Br)c2)c1=O,9,.,-5
COc1ccc(C(=O)NCCCNc2ncccn2)cc1F,11,-16,-10
O=C(NCC(O)c1ccco1)c1c(F)cccc1Br (stereo unspecified),6,-6,-8
COc1cccc(CC2(CO)CCCN(C(=O)Nc3ccc(SC)cc3)C2)c1 (stereo unspecified),-7,.,-3
Cn1nc(-c2cccc(NC(=O)Nc3ccccc3)c2)ccc1=O,-1,-8,-6
CC(=O)c1ccc(N2CCN(C(C)c3ccc(F)cc3)CC2)c(F)c1 (stereo unspecified),18,.,-14
Cc1cnc(C(=O)NCc2nc(-c3ccccc3)no2)cn1,9,.,-6
Cc1ccn2c(NCc3ccccc3)c(-c3ccc(C(C)(C)C)cc3)nc2c1,11,-8&-2,-8&-2
CCN(CC)CCNS(=O)(=O)c1sccc1Br,1,.,4
COCc1nc(-c2cccc(CN3CCN(C(=O)c4cc(C)nc(Cl)c4)CC3)c2)no1,4,-6,-2
O=C(CSc1nnc2sc3ccccc3n12)Nc1ccc(F)cc1,-3,-6,-5
CCOC(=NC(=O)c1cccc(F)c1)N(C)C1CCN(C)CC1,-1,1,3
O=C(CN1CCN(c2ccc(F)cc2)C1=O)NCC(F)(F)F,1,.,-14
CC1(C(=O)NS(=O)(=O)c2cccc(Cl)c2)CCN1C(=O)CC1CC1 (stereo unspecified),1,.,0
COc1cc2c(cc1OC)CN(CC(=O)Nc1ccc(N(C)C)cc1)CC2,-14,3,6
CN(C(=O)Cn1c(-c2cccc(Br)c2)noc1=O)C1CC1,-5,-11,-8
NC1(C(=O)O)CCN(Cc2ccc(OCC(=O)N3CCCCC3)cc2)C1 (stereo unspecified),6,-7,-5
Cc1nc(C(=O)N2CCC(N3C(=O)Cc4ccccc43)CC2)cs1,2,.,-6
COc1cccc(C(=O)N2CCSC2c2cc(OC)ccc2OC)c1 (stereo unspecified),-7,-5,-8
CN1CCC(C)(C(=O)Nc2cccc3c2CCCC3)C1 (stereo unspecified),3,.,-12
CCCCNC(=O)c1cc2nc(-c3ccccc3)cc(C(F)(F)F)n2n1,-9,-6,-5
CN(Cc1ccccn1)C(=O)C(OC1CCCC1)c1ccccc1 (stereo unspecified),2,.,-14
O=C(CCC1CCCN(C(=O)c2ccc3nc[nH]c3c2)C1)N1CCN(c2ccccn2)CC1 (stereo unspecified),4,.,-5
CCN1CC2(CCN(CCC(F)(F)C(F)F)CC2)CC1=O,.,-5,-10
Cc1nc(SCCC(=O)N2CCC(C#N)(c3ccccc3)CC2)n(Cc2ccc(Cl)cc2)c1C,7,.,-10
COCCOc1ccc(CCC(=O)N2CCN(c3ncccn3)CC2)cc1NS(=O)(=O)c1ccc(Cl)cc1,1,-4,-11
Cc1cc(C(=O)N2CCN(C(c3ccccc3)c3ccccc3)CC2)no1,1,2,-3
Cc1ccc(C)c(-n2[nH]c(-c3ccccc3F)c(-c3ccc(NC(=O)c4ccc(F)cc4)cc3)c2=O)c1,18,-7,-5
O=C(Nc1ccccc1Oc1ccccc1)N1CC(=O)N2CCc3c(F)cccc3C2C1 (stereo unspecified),0,0,-2
COc1cccc(N2CCN(C(=O)c3cccc(C)c3)C(C)C2=O)c1 (stereo unspecified),12,-6,-6
COc1ccc(-c2cnc3ncnn3c2N2CCCN(C(=O)Nc3cccc(OC)c3)CC2)cc1,4,-5,-6
COc1ccc(N2CCN(Cc3cn4c(-c5ccc(Br)cc5)nnc4s3)CC2)cc1,1,-7,-1
CC(C)C(=O)Nc1ccc(SCC(=O)N2CCOCC2)nn1,-4,.,-4
CNC(=O)c1ccsc1NC(=O)c1ccc(Br)s1,5,.,-2
N#Cc1ncn(CC(=O)N2N=C(C=Cc3ccco3)CC2c2ccco2)n1 (stereo unspecified),1,.,-1
O=C1CCCN1CC1CCCN(c2ncnc3c2CCNC3)C1 (stereo unspecified),8,.,-6
c1csc(CNc2ncnc3c2nc2n3CCCCC2)c1,3,.,-3
CC(C)OCCCNC(=O)c1ccc(-c2cc(-c3ccc(N4CCCCC4)cc3)n[nH]2)cc1,3,-6,-9

# 2 neighbouring records already listed:
SMILES,NPYLR7 agonist,mcGAS lum,hcGAS lum
O=c1[nH]c2ccc(S(=O)(=O)N3CCCC3c3nc4ccccc4s3)cc2[nH]1 (stereo unspecified),4,.,-7
O=C(c1cc(COc2ccc3c(c2)CCCC3)on1)N1CC=C(c2ccccc2)CC1,11,.,0

# Going on with the list.
SMILES,NPYLR7 agonist,mcGAS lum,hcGAS lum
CCOC(=O)C1CCCN(C(=O)c2cccc(CSc3nc(C)c(C)c(N4CCN(C/C=C/c5ccccc5)CC4)n3)c2)C1 (stereo unspecified),-14,-6,-7
CC(=O)C(C)n1c(=O)c2c(nc3n(-c4ccc(F)cc4)c(-c4ccccc4)cn23)n(C)c1=O (stereo unspecified),-2,-6,0
CC(C)CN(CC(=O)N1CC(=O)N(c2ccc(Cl)cc2)C1)C(=O)Nc1ccccc1C(F)(F)F,4,-4,-5
c1cc(CN2CCC(n3cc(CN4CCCC4)nn3)CC2)cs1,-1,-11,-7
CN(C)CCn1cnc2c1c(=O)n(C)c(=O)n2C,7,.,1
COc1cc(Cl)c(C(=O)N2CCOC(COc3ccc4c(c3)CCCC4)C2)cc1OC (stereo unspecified),23,-8,-6
Cc1ccc(C2c3ccccc3CCN2C(=O)c2ccccc2C(F)(F)F)cc1 (stereo unspecified),20,-8,-4
N#Cc1nc(COc2ccccc2F)oc1N1CCCC1,3,.,-6
Cc1ccc(NC(=O)CNCc2cc(CC(C)C)on2)c(C)c1,1,.,-2
CCN(C(=O)c1ccc(CNc2ccc(C)cc2)cc1)C1CC1,11,.,-1
COc1cc(COC2CCCN(S(=O)(=O)c3ccc(C)cc3)C2)cc(OC)c1 (stereo unspecified),1,-6,-7
CCOc1ccc(CN(C)C(=O)c2ccccc2SCC(N)=O)cc1,9,-15,-10

# Quoted at random: 4 compounds from above, in no set order.
SMILES,NPYLR7 agonist,mcGAS lum,hcGAS lum
COc1cc2c(cc1OC)CN(CC(=O)Nc1ccc(N(C)C)cc1)CC2,-14,3,6
COCCN(CC1CCCN(C2Cc3ccccc3C2)C1)C(=O)CN1CCCCC1 (stereo unspecified),7&-3,.,-11&-4
COc1cccc(N2CCN(C(=O)c3cccc(C)c3)C(C)C2=O)c1 (stereo unspecified),12,-6,-6
Cc1ccc(NC(=O)CNCc2cc(CC(C)C)on2)c(C)c1,1,.,-2

# Further structures:
SMILES,NPYLR7 agonist,mcGAS lum,hcGAS lum
O=C1CCc2cc(S(=O)(=O)N3CCC4(CCNCC4)C3)ccc2N1,7,.,-4
Cc1cccc(-c2noc(-c3cccnc3N3CCC(C(=O)NCCCN(C)C)CC3)n2)c1,-3,-5,-4
COc1cc(NC(=O)CN2CCC(Oc3ncccn3)CC2)cc(OC)c1,4,-11,-8
Cn1cccc1CN(Cc1ccco1)C(=O)CN(C(=O)Nc1ccc(F)cc1F)C1CC1,-9,-3,-6
COc1cccc(Cn2ccnc2CN(CC(C)C)C(=O)c2ccco2)c1,18,-5,-6
O=C1CC(c2cn[nH]c2-c2cccc(F)c2)c2cc3cn[nH]c3cc2N1 (stereo unspecified),18,-12,-5
O=C(C=Cc1ccc([N+](=O)[O-])o1)c1ccc(I)cc1,1,.,-6
CCOc1ccc(C(=O)Nc2cc(-c3nc4cc(C)cc(C)c4o3)ccc2C)cc1[N+](=O)[O-],-8,-5,-6
COc1ccc(NC(=O)Cc2ccc(Cl)cc2Cl)cn1,-8,.,-4
Cc1ccc(C(=O)Nn2cnc3c(cnn3C(C)(C)C)c2=O)cc1C,2,.,-11
O=C(CCCc1ccccc1)NCCS(=O)(=O)N1CCN(c2ccccc2)CC1,-1,-8,-8
Cc1ccccc1-c1cc(C(=O)NCc2ccc(Cl)cc2)c2ccccc2n1,-4,-6,-3
Cc1ccc(C(=O)N2CCCC(N3CCN(c4ccccc4C)CC3)C2)c(=O)[nH]1 (stereo unspecified),12&-5,0,-12&2
CCN(CC)CCN(C(=O)CCS(=O)(=O)c1ccccc1)c1nc2cc3c(cc2s1)OCO3,-5,-6,-6
COc1ccc(C2c3cccn3CCN2C(=O)NC(C)(C)C)cc1 (stereo unspecified),5,.,0
Cc1ccc(C)c(C(=O)OC(C(N)=O)c2ccccc2)c1 (stereo unspecified),-2,.,-3
CCc1cc(Cn2nc(CC3CCNCC3)n(CC)c2=O)on1,25,-18,-1
COc1cccc(COC2CCCN(C(=O)c3ccc(Cl)cc3)C2)c1 (stereo unspecified),-3,.,-5
O=C(O)c1cc(-c2ccccc2)nc2ccccc12,-1,.,14
O=C(NCCCn1ccccc1=O)c1ccc(C2SCCCS2)cc1,0,.,-10
O=c1ccc(-c2ccncc2)nn1CCCNS(=O)(=O)c1cccs1,9,.,-1
CNc1cncc(-c2ccc(N)cc2)n1,1,.,1
O=C1NCC(C(=O)N2CCc3c(ccc(Cl)c3Cl)C2)N1 (stereo unspecified),24,-15,-5
COc1ccc(Nc2cc3c(cn2)cc(-c2cnn(C)c2)n3Cc2ccccc2)cc1OC,-11,-6,-6

# A different layout for part of the listing above.
# Results follow in this order: NPYLR7 agonist	mcGAS lum	hcGAS lum
CN1C(=O)C(=C2C=C(c3ccccc3)OC3=C2CCCC3)C(=O)N(C)C1=O
    -9	-5	-5
CCS(=O)(=O)Oc1ccc(Cl)cc1CN(CCN(C)C)C(=O)NC(C)(C)C
    -1	2	1
O=C(N1CCc2ccccc2C1c1ccccc1Cl)C12CC3CC(CC(C3)C1)C2 (stereo unspecified)
    22	-2	-7
O=c1c2nnc3c(-c4ccccc4)cnn3c2ccn1C1CCCCC1
    1	.	-3
CC(C)(C)c1ccc(NC(=O)COc2ccc(-n3ccnc3)cc2)cc1
    5	.	-4

# 4 entries from above in another layout.
Molecule	NPYLR7 agonist	mcGAS lum	hcGAS lum
CCN(CC)CCN(C(=O)CCS(=O)(=O)c1ccccc1)c1nc2cc3c(cc2s1)OCO3	-5	-6	-6
Cc1ccc(C(=O)N2CCCC(N3CCN(c4ccccc4C)CC3)C2)c(=O)[nH]1 (stereo unspecified)	12&-5	0	-12&2
COc1ccc(Nc2cc3c(cn2)cc(-c2cnn(C)c2)n3Cc2ccccc2)cc1OC	-11	-6	-6
O=C1NCC(C(=O)N2CCc3c(ccc(Cl)c3Cl)C2)N1 (stereo unspecified)	24	-15	-5

# Further structures follow:
SMILES,NPYLR7 agonist,mcGAS lum,hcGAS lum
CCc1cnc(C)nc1N(C)Cc1nc2ccsc2c(=O)[nH]1,-5,-10,-3
COCCN(Cc1cccnc1)C(=O)C(c1cc(Br)cs1)N(C)C (stereo unspecified),-2,.,-9
CC(C)C1CN(C(=O)c2ccc(-n3cnnc3)cc2)CCC(=O)N1CC1CC1 (stereo unspecified),3,-13,-6
CC(O)C(C)NCc1nc(-c2ccco2)no1 (stereo unspecified),14,-6,-3
CCC(C(=O)N(CC(=O)N1CCc2sccc2C1c1ccc(Cl)cc1Cl)C1CC1)c1ccccc1 (stereo unspecified),-1,-4,-11
Cc1cc(C)n(CCC(=O)NCCCn2nnc3ccccc32)c(=O)n1,-4,.,-8
CCOc1cc2c(cc1NC(=O)CN1CCN(Cc3ccsc3)CC1)OC(C)C2 (stereo unspecified),3,.,-5
O=C(c1nccc2ccccc12)N1CCN(Cc2cccc(F)c2)CC1,8,-12,-4
CC1(C)C[C@H]2C[C@@H](O)[C@H](NCc3ccc(F)cc3)[C@]2(O)CO1,3,1,0
CCOc1cc(C=C(C#N)C(=O)NCC2CCCO2)cc(Cl)c1OC (stereo unspecified),1,-2,-4
